Screens as filed in PubChem BioAssay.
KB-V1 cytotox = qHTS assay for MDR1-selective chemotherapeutics: Primary screen using the drug-selected MDR subline cells KB-V1; 3.4% of 400,000 active; Potency, µM (titrated, usually from 46.1 µM), for the others: at the highest dose activity change, negative = cytotoxicity, usual class: cytotoxic; KB-V1 MDR cells viability, CellTiter-Glo, 72 h; further: potency means the concentration at half of the fitted maximal effect; on the % scale 0 is the no-effect control and ±100 the full control effect; nearly all actives have a fitted effect of over 60% in size
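Readout: CellTiter-Glo luminescence, 10 min after addition. Cells: KB-V1 MDR subline, 72 h at 37 degrees C with compound. Analysis: corrected, normalized data fitted to concentration-effect curves.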
GLP-1R agonist = qHTS of GLP-1 Receptor Agonists | Potency, µM (series often up to 45.6 µM), for the others: at the highest dose activation, actives largely listed as activators | HEK293 GLP-1R CRE-luciferase, luminescence, 4-6 h; cells express a hypersensitive GLP-1R form | 0.007% of 380,000 active | AID 624172, 2012; further: potency means the concentration at half of the fitted maximal effect; % of control where 0% means no effect
Target sequence (P43220 whole entry, looked up): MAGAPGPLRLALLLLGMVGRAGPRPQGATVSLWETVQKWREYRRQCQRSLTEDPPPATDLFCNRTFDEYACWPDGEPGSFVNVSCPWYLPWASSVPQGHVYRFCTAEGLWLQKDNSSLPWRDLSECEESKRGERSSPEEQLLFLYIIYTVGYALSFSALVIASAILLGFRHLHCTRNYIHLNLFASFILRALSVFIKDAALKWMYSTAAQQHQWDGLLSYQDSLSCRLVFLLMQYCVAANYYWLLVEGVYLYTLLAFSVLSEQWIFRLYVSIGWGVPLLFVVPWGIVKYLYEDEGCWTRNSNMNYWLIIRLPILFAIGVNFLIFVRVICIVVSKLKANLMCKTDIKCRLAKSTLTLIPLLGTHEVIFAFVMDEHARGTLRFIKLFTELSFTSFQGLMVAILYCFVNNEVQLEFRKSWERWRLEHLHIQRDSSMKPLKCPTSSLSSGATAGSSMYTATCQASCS
HT1080-NT tox = qHTS for induction of synthetic lethality in tumor cells producing 2HG: qHTS for the HT-1080-NT fibrosarcoma cell line; 1.6% of 360,000 active; Potency, µM (highest dose often 46.1 µM), for inactives: at the top dose activity, negative = less viability, most hits filed as cytotoxic; AID 686970, 2013; HT-1080-NT fibrosarcoma viability, CellTiter-Glo ATP luminescence, 48 h;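 further: NT is the 2HG producing partner of a matched IDH1 knockdown line; potency means the concentration at half of the fitted maximal effect; 0% = DMSO-treated cells and -100% = media-only wells without cells; nearly all actives have a fitted effect of over 55% in size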
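Compounds were tested in concentration-response format on HT-1080-NT cells for 48 hours at 37 degrees C. Cell viability came from CellTiter-Glo luminescence; curves were classified by r2, response magnitude and activity.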
IL-1B inflam inh = qHTS for Inhibitors of Inflammasome Signaling: IL-1-beta AlphaLISA Primary Screen | THP-1 LPS/ATP IL-1B secretion, AlphaLISA, 16 h; active compounds read low | activity change, % at 57.5 µM | 4.7% of 360,000 active; in the data active means activity change below about -50%; inconclusive means mostly about -30% to -49%; further: on the % scale 0 is the no-effect control and ±100 the full control effect
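THP-1 cells pretreated 1 hr with compounds (up to 57.5 uM final), then stimulated with LPS (250 ng/mL final) plus ATP (1.25 mM final); secreted IL-1B measured by AlphaLISA after 16 hr, decreased signal indicating inhibition.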
KB-3-1 tox = qHTS assay for MDR1-selective chemotherapeutics: Primary screen using the parental adenocarcinoma cell KB-3-1 | KB-3-1 viability, CellTiter-Glo ATP luminescence, 72 h | Potency, µM (series often up to 46.1 µM), for the others: at the top dose activity change, negative = cytotoxic, actives largely listed as cytotoxic | 1.4% of 400,000 active | AID 1347075, 2019; further: potency means the concentration at half of the fitted maximal effect; on the % scale 0 is the no-effect control and ±100 the full control effect; nearly all actives have a fitted effect of over 60% in size
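72 h, 37 °C compound treatment of KB-3-1 parental cells; CellTiter-Glo added, 10 min, luminescence read. Data corrected against DMSO-only plates and normalized before curve fitting.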
HT1080 IDH1KD tx = qHTS for induction of synthetic lethality in tumor cells producing 2HG: qHTS for the HT-1080-IDH1KD cell line; HT-1080 IDH1 knockdown viability, ATP luminescence, 48 h; Potency, µM (titrated, usually from 46.1 µM), for the others: at the highest dose activity, negative = toxicity, actives largely listed as cytotoxic; 2% of 360,000 active;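 further: potency means the concentration at half of the fitted maximal effect; 0% = DMSO wells and -100% = cell-free medium wells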
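IDH1KD HT-1080 cells, 750/well, RPMI + 5% FBS; compound pinned after 2 h settling; 48 h, 37 °C; CellTiter-Glo luminescence; % activity normalised to DMSO and no-cell wells; curves fitted, classed by r2 and efficacy.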
DRD3 agonist = qHTS of D3 Dopamine Receptor Agonist: qHTS. 0.58% of 410,000 active. D3R DiscoveRx beta-arrestin cells, luminescence, 90 min. max activation, %. AID 652048, 2013; in the data active means max activation above about 30%; further: 0% is about no effect; mostly tested at two doses, the higher about 12 µM
Target sequence (P35462 whole entry, looked up): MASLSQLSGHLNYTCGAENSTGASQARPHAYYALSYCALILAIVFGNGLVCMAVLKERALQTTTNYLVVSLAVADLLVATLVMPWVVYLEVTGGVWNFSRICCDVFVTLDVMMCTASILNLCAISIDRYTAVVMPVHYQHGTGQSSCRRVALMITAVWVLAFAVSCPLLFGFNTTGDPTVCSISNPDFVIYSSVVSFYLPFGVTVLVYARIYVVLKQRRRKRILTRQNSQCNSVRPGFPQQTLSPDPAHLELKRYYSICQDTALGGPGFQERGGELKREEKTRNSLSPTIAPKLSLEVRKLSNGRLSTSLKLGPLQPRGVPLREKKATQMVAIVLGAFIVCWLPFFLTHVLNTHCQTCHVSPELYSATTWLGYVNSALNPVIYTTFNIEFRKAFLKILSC
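Agonist mode: compounds and dopamine controls were applied to plated cells for 90 min at 37 degrees C after an overnight attachment at 1500 cells/well. Luminescent read-out followed 30 - 60 minutes at room temperature with DiscoveRx detection reagent.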
DRD3 antagonist = qHTS of D3 Dopamine Receptor Antagonist: qHTS. max response, negative = inhibition, %. 2.5% of 360,000 active. AID 652054, 2013. D(3) dopamine receptor (Homo sapiens), P35462. D3R cells, DiscoveRx beta-arrestin luminescence, antagonist mode; active compounds read low; in the data active means max response below about -50%; inconclusive means no clear call, values can overlap the other calls; further: on the % scale 0 is the no-effect control and ±100 the full control effect; mostly tested at two doses, the higher about 12 µM
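Cells expressing the human receptor were seeded at 1500 cells/well, incubated overnight at 37 degrees C in 5% CO2, then exposed to library compounds with dopamine controls for 90 minutes at 37 degrees C before luminescent detection.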
SW480 rereplic = A quantitative high throughput screen for small molecules that induce DNA re-replication in SW480 colon adenocarcinoma cells; SW480 DNA re-replication, Hoechst DNA content imaging, 48 h; Potency, µM (titrated, usually from 46.1 µM), without a hit: top-dose re-replication activation, hits mostly activators; 1.8% of 340,000 active; further: potency means the concentration at half of the fitted maximal effect; % of control where 0% means no effect; nearly all actives have a fitted effect of over 55% in size
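Cells (250 per well) received 23 nL compound or DMSO by pin tool and were kept 48 hr at 37 C, 5% CO2. Nuclei were then stained with Hoechst for 40 min and scanned for DNA content.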
An asterisk follows results filed as active; ? = inconclusive; / = no result given; & = joins results of further samples; [ ] = another dose, or the depositor's remark. Unless noted, the call rests on the fitted dose curve; in most records, active means well fitted curve in the direction sought with a large enough effect; inconclusive means small, poorly fitted or top-dose-only effect, or another doubt; inactive means no such curve, though single readings can be large; an effect the other way counts as inactive or inconclusive.

mol	KB-V1 cytotox	GLP-1R agonist	HT1080-NT tox	IL-1B inflam inh	KB-3-1 tox	HT1080 IDH1KD tx	DRD3 agonist	DRD3 antagonist	SW480 rereplic
COc1ccc(-c2c(-c3cc(OC)cc(OC)c3)sc3ccc(OC)cc23)cc1	1%	4%	-1%	-12	-4%	-3%	6	-6	-16%[9.22 µM]
N#CC1=C(N)Oc2cc(N)ccc2C1c1cccc(Br)c1 (stereo not drawn)	?	1%	?	32	8.2µM*	?	-20	-26	?
Cc1ccccc1OCCSc1nnc(C)n1-c1ccccc1	?	19%	9%	-9	15%	-5%	7	15	-2%
COc1cccc(CNC(=O)COc2cc(=O)n(C)c3ccccc23)c1	10%	1%	/	/	?	/	-5	/	/
O=C(N/N=C/c1c[nH]c2ccccc12)c1ccccc1	27%	-7%	15%	-2	1%	11%	-2	5	0%
CCOC(=O)NNC(=O)C12CC3CC(CC(C3)C1)C2	15%	-4%	-11%	1	-5%	-4%	-5	47	10%[1.84 µM]
COc1ccc(C)cc1NC(=O)CN(C)S(=O)(=O)c1cnc[nH]1	-1%	0%	0%	-4	-2%	0%	0	15	?
Fc1ccc2nc(N3CCCC3)sc2c1	-16%	7%	2%	28	-3%	5%	-1	6	-6%
Cc1ccc(C)c(OCC(=O)N2CCc3ccccc3C2)c1	-4%	18%	3%	-27	3%	2%	-4	0	-4%
C=CCNc1nc(N)c(C(=O)Nc2cc(C)on2)s1	-4%	-5%	7%	-2	-11%	?	-9	-13	0%
CC(/C=N/n1c(-c2n[nH]c3c2CCC3)n[nH]c1=S)=C\c1ccco1	7%	1%	-11%	34	2%	-2%	-9	-23	-3%
Cc1ccc(NC(=O)CN2C(=O)S/C(=C/c3ccc(-c4cc(C(=O)O)ccc4C)o3)C2=O)cc1C	8%	-15%	-1%	17	7%	7%	3	-30	?
O=C(CCS(=O)(=O)c1ccccc1)N(CCCN1CCOCC1)c1nc2ccc(F)cc2s1	?	6%	?	-82*	?	?	-14	-16	-14%
CCOC(=O)c1cccc(NC(=O)C2CCN(S(=O)(=O)c3cccs3)CC2)c1	7.3µM*	-1%	?	-19	?	?	1	18	4%
COc1ccc(S(=O)(=O)Nc2cccc(-c3ccc(N4CCCCCC4)nn3)c2)c(OC)c1	5%&0%	16%	-25%	-23	-3%&-28%	-3%	2&5	0	-1%
O=C(Cn1nnc2c(cnn2-c2ccccc2)c1=O)NCc1cccs1	?	-10%	?	18	?	?	5	10	22%
CC(=O)Nc1nc(CC(C)C)cc(-c2ccccc2)c1C#N	-10%	25%	7%	-1	1%	-14%	5	1	-4%
CC(=O)Nc1ccc(NC(=S)NC(=O)c2ccc([N+](=O)[O-])cc2)cc1	-24%	2%	-1%	8	26%	-5%	-21	-14	?
CCCC(=O)N1CCC1(C)C(=O)Nc1ccc(-n2cncn2)cc1 (stereo not drawn)	5%	-2%	14%	0	0%	0%	-3	-19	/
Cc1ccnc(N/C=C(\C#N)c2nc(-c3cccc(Br)c3)cs2)c1	3%	-8%	-11%	-8	8%	?	-1	-7	?
COc1ccc(NC(=O)NCCCN2CCN(c3cc(C)ccc3C)CC2)cc1	-4%	-3%	?	-28	-15%	?	-6	-108*	-13%
CCOc1ccccc1NC(=O)CN(C)S(=O)(=O)c1cnc[nH]1	-10%	-4%	-2%	7	2%	-4%	-2	-14	18%
COc1ccc(NS(=O)(=O)c2cccc(C(=O)NN=Cc3cc(Br)c(O)c(Br)c3)c2)cc1	1%	-1%	-1%	-2	2%	7%	2	-3	-1%
CCCC(=O)NC(c1ccccc1Cl)c1c(O)ccc2ccccc12 (stereo not drawn)	?	-15%	-14%	-26	4%	-18%	-6	0	?
O=C(Nc1ccc2[nH]ncc2c1)C1CCC1	0%	8%	19%	-17	2%	11%	2	-6	4%
O=c1c2sc3nc(N4CCOCC4)c4c(c3c2ncn1C(c1ccccc1)c1ccccc1)CCCC4	-16%	-4%	0%	28	-13%	11%	0	10	-14%
CCN(C(=O)CSc1ccc2c(c1)OCCO2)C1CCS(=O)(=O)C1 (stereo not drawn)	6%	0%	4%	0	7%	1%	1	12	-4%
C[C@]12c3[nH]c4cc(-c5ccco5)ccc4c3CCN1C(=O)[C@@H](CC(=O)NCc1ccco1)C[C@@H]2C(=O)N1CCCCC1	?	1%	-23%	?	?	-27%	-19	-26	?
COC(=O)c1cc(OC)nc(OC)c1	16%	-3%	-7%	36	-1%	-5%	0	-4	-9%
CCCc1cc(=O)oc2c(C)c(OCC(=O)NC3CC(C)(C)NC(C)(C)C3)ccc12	0%	5%	-23%	-28	14%	?	5	3	?
COCC1CCN(C(=O)c2cc(COc3ccc(-n4cncn4)cc3)on2)CC1	-7%	-5%	-10%	26	-30%	2%	2	4	2%
Cc1nc2cc(-c3cccc(F)c3)nn2c(C)c1CCC(=O)NC(C)CCc1ccco1 (stereo not drawn)	5%	-4%	-7%	-14	-17%	-23%	-2	-22	-4%
CC1CC(C)CN(CC(=O)NCCc2ccc(S(N)(=O)=O)cc2)C1 (stereo not drawn)	0%	5%	1%	2	9%	3%	-2	17	7%
CCCCn1c(=O)[nH]c(=O)c2c1nc(-c1cccc(OC)c1)n2C	-5%	3%	?	11	?	-12%	-7	-22	?
COc1ccc(-c2nnc(-c3cc(OC)c(OC)c(OC)c3)o2)cc1OC	?	34%	-4%	/	-7%	0%	5	53	-7%
CCc1nc2ccc(C(=O)N3CCN(C(=O)c4ccco4)CC3)cn2c1N(C)Cc1nccs1	0%	-6%	4%	-8	17%	10%	-3	0	/
Cc1ccc(C(=O)NCC(=O)OC(C)C(=O)NCCC2=CCCCC2)cc1C (stereo not drawn)	1%	1%	-2%	32	-3%	-8%	4	-3	6%
CN(C(=O)COC(=O)c1ccc(-c2ccc(O)cc2)cc1)C1CCS(=O)(=O)C1 (stereo not drawn)	4%	-2%	6.5µM*	1	-9%	18µM*	-9	0	4%
O=C(Nc1ccc2c(c1)CCCN2C(=O)c1ccco1)c1cc([N+](=O)[O-])ccc1Cl	?	-8%	-19%	-87*	-19%	?	7	8	?
O=C1C2C3c4ccccc4C(c4ccccc43)C2C(=O)N1Cc1cccnc1 (stereo not drawn)	-23%	-3%	-3%	-2	-8%	0%	-6	-3	-2%
O=C(COC(=O)C1CCN(S(=O)(=O)c2cccc3cccnc23)CC1)c1ccc(F)cc1	?	-6%	-1%	0	0%	2%	5	-52*	2%
CCN(CC(=O)NCc1ccc(Cl)cc1)C(=O)COc1cccc(C(F)(F)F)c1	?	9%	6%	-11	-4%	-2%	-2	12	0%
O=C(Nc1nc2c(Cl)cccc2s1)c1ccc([N+](=O)[O-])o1	-28%	4%	-4%	-11	?	1%	-10	?	-5%[9.22 µM]
CCN1C(=O)c2ccccc2S(=O)c2ccc(C(=O)N3CCCCCC3)cc21 (stereo not drawn)	-6%	-4%	20%	-3	-7%	-7%	1	7	1%
O=C(c1ccc(F)cc1)c1ccc(-c2ccc(F)cc2)nc1	30%	9%	5%	-19	-5%	10%	-3	-6	-8%
COc1cc(C)c(CN2CCN(C(C)C(=O)NC(C)c3ccccc3)CC2)cc1OC (stereo not drawn)	-2%	15%	-4%	20	-6%	-1%	-8	3	-5%
NC(=O)/C(=C\c1ccncc1)c1cccc2ccccc12	23%	-13%	9%	-4	0%	9%	3	24	-4%
Cc1ccc2nc(N3CCN(Cc4nnnn4Cc4ccccc4)CC3)c(C#N)cc2c1	?	4%	-3%	-5	0%	-19%	0	-74*	-2%
O=C(Nc1ccccn1)c1onc2c1CCCC2	?	-32%[inhibitor]	?	10	0%	?	-16	0	-705%[inhibitor]
Nc1c(N(CCC2=CCCCC2)C(=O)COc2ccc(F)cc2Cl)c(=O)[nH]c(=O)n1Cc1ccccc1	?	3%	18µM*	-55*	8.2µM*	10µM*	-24	-92*	0%

An excerpt of these results, as labelled records:
SMILES: Cc1ccc2nc(N3CCN(Cc4nnnn4Cc4ccccc4)CC3)c(C#N)cc2c1
  KB-V1 cytotox = ?; GLP-1R agonist = 4%; HT1080-NT tox = -3%; IL-1B inflam inh = -5; KB-3-1 tox = 0%; HT1080 IDH1KD tx = -19%; DRD3 agonist = 0; DRD3 antagonist = -74*; SW480 rereplic = -2%

SMILES: CCN1C(=O)c2ccccc2S(=O)c2ccc(C(=O)N3CCCCCC3)cc21 (stereo not drawn)
  KB-V1 cytotox = -6%; GLP-1R agonist = -4%; HT1080-NT tox = 20%; IL-1B inflam inh = -3; KB-3-1 tox = -7%; HT1080 IDH1KD tx = -7%; DRD3 agonist = 1; DRD3 antagonist = 7; SW480 rereplic = 1%

Next part:
mol	KB-V1 cytotox	GLP-1R agonist	HT1080-NT tox	IL-1B inflam inh	KB-3-1 tox	HT1080 IDH1KD tx	DRD3 agonist	DRD3 antagonist	SW480 rereplic
O=C(NCc1ccc(Cl)cc1)N1CCN(S(=O)(=O)c2ccccc2)CC1	12%	14%	-2%	14	?	-4%	-7	-4	5%
O=C(Oc1cccc(-n2cnnn2)c1)c1ccccc1Cl	7%	1%	21%	0	1%	6%	1	-2	?
Cc1cccc(C)c1NC(=O)CNC(=O)C12CC3CC(CC(O)(C3)C1)C2	1%	0%	-1%	1	6%	-2%	3	15	-3%
O=C(NC(=S)N(Cc1ccccc1)Cc1ccccc1)C1CCCCC1	-1%	0%	-6%	-7	0%	1%	0	-24	1%
COc1cc2nc(Nc3ccc(C)c(C)c3)nc(N)c2cc1OC	3%&13%	14%	?	-98*	-2%&-8%	?	1&0	1	?
